SIRT5 block = inhibitors of human sirtuin-5 desuccinylase; inhibition, % at 15 µM; 330,000 tested, 1.1% active; Purified SirT5, succinyl-peptide AMC, trypsin-coupled fluorescence; Q9NXA8; in the data active means inhibition above about 15%
Target sequence (Q9NXA8 whole entry, looked up): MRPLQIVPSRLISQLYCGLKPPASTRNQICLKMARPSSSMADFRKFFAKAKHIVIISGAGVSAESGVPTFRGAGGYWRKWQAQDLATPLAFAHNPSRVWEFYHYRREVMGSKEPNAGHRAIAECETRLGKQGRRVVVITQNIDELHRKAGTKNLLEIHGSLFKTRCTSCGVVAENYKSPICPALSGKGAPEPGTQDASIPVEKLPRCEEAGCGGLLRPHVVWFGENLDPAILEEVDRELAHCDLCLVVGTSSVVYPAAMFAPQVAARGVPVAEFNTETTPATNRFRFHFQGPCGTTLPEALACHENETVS
C2C12 statin = suppressors of simvastatin-induced myotoxicity in C2C12 myotubes; ATP luminescence, 48 h; scaled: DMSO 0, geranylgeraniol control 100; rescue of ATP level, % at 7.49 µM; 330,000 tested, 0.78% active;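 active means mean ATP rescue above about 67%, or every replicate alone reaching that limit, limit read from the data, passing the limit was not always enough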;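 further: myotubes were challenged with 10 µM simvastatin during compound exposure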
Cneo AK release = causes C. neoformans cell lysis | adenylate kinase release luminescence, 4 h; normalised: neutral wells 0, clomiphene wells 100 | lysis activity, % at 15 µM | 360,000 tested, 0.2% active;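 active means mean lysis activity across replicates of at least 80%, whatever share of replicates individually reach that level; inactive means mean lysis activity below 80%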
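Test system: log-phase Cryptococcus neoformans yeast cells; Quantity: yeast cell density of 5 × 10^6 cells/mL; Buffer or medium: YPD; Doses: single compound concentration per well; Timing: 4 h at 37 °C static, read 1 h later; Measured by: AK luminescence; Read-out basis: lysis from increased AK signal; Control set: Clomiphene as positive control.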
ERp5 block = inhibitors of human ERp5. ERp5 insulin aggregation, absorbance 650 nm, 90 min. inhibition, % at 9.99 µM. 350,000 tested, 0.05% active;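 active means mean replicate inhibition above about 25%, with every replicate also reaching it, limit read from the data, passing the limit was not always enough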
Target sequence (Q15084 whole entry, looked up): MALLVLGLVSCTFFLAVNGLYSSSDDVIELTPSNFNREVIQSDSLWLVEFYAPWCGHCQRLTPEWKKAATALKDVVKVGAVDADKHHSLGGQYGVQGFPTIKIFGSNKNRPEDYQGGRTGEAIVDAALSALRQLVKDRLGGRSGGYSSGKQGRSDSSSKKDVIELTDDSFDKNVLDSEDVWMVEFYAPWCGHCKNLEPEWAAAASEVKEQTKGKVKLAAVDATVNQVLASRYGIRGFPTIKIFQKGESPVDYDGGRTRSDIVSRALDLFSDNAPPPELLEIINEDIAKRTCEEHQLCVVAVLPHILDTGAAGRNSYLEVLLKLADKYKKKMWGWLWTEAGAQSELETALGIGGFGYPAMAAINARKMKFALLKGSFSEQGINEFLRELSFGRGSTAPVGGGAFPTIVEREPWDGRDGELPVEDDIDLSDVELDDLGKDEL
miR122 inh = inhibitors of miR-122 in Huh7 cells; activation (reporter increase), % at 12.5 µM; AID 602342; Huh7 miR-122 Renilla luciferase sensor, 48 h; neutral wells = 0, positive control = 100; 340,000 tested, 0.3% active;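 active means mean replicate activation score at least 90 and every replicate individually at or above 90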;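 further: higher luciferase means less miR-122 activity so hits act as miR-122 inhibitors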
esBAF inh = SWI/SNF esBAF complex inhibition; reporter increase, % at 12.5 µM; 350,000 tested, 2% active; mouse ES cells, Bmi1-luciferase knock-in reporter, 24 h; 100% = twice the neutral-well signal; AID 602393; in the data active means activation above about 40%;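 further: 0% = median of the plate's neutral control wells and 100% = double that signal; a rise in the Bmi1 reporter signal indicates esBAF inhibition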
ARNT-TACC3 inh = ARNT/TACC3 interaction disruption. Q9Y6A5. AlphaScreen His-ARNT PAS-B/GST-TACC3 binding, luminescence; TACC3 fragment carries E629A point mutation. inhibition, % at 9.99 µM. 390,000 tested, 0.66% active;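 active means mean inhibition of replicates at least 50% and at least half of replicates each reaching 50%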;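 further: 0% = complete ARNT plus TACC3 wells and 100% = ARNT alone without TACC3; many hits fall short of the cut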
Active calls of the source: *; x = not tested or not shown; [ ] = dose if it differs, or a comment. Compounds as they come. About 4% of those tested had a hit in this group.

Every second line gives: SIRT5 block | C2C12 statin | Cneo AK release | ERp5 block | miR122 inh | esBAF inh | ARNT-TACC3 inh
> CC(=O)C1=C(C)NC(SCC(=O)c2ccc(Cl)cc2)=C(C#N)C1c1ccco1 (configuration not stated)
    x | -34 | -1 | x | 2 | 0 | 14
> CN(C(=O)COc1cc(=O)n(C)c2ccccc12)c1ccc(Cl)cc1
    -3 | -1 | -1 | 6 | -5 | -1 | 2
> COCCn1c(SCc2nc(N)nc(Nc3ccccc3C)n2)nc2ccccc2c1=O
    -10 | x | x | 19 | -1 | x | -2
> COc1ccc(CCNC(=O)C2CC(=O)N(C3CCCCCCC3)C2)cc1OC (configuration not stated)
    x | -8 | 3 | x | 0 | 2 | -19
> Cc1ccnc(N/N=C/c2ccco2)n1
    x | -20 | -3 | x | x | 34 | 14
> CCOC(=O)c1c(-c2ccccc2)oc2ccc(OCC)cc12
    x | x | -1 | x | -2 | x | -32
> CCN(CC)C(=O)CSc1nnc(-c2cccs2)n1Cc1ccco1
    x | 0 | 1 | x | 7 | 0 | 2
> CCCC(=O)Nc1ccc2c(c1)OC[C@@H](C)N(CC1CCCC1)C[C@H](C)[C@H](OC)CN(C)C2=O
    3 | -10 | 0 | -2 | 2[16.7 µM] | -6 | 1
> CCC(=O)N(C)C[C@@H]1Oc2ncc(-c3ccc(C#N)cc3)cc2C(=O)N([C@@H](C)CO)C[C@H]1C
    -8 | 1 | -1 | -3 | -7[16.7 µM] | -5 | -4
> COc1cc2[nH]c(=O)n(CCCCCC(=O)NCCCN3CCC(C)CC3)c(=O)c2cc1OC
    x | 9 | 1 | x | -9 | -6 | 2
> Cn1c(=O)[nH]c(=O)c2c1nc(NC1CCCCC1)n2CCO
    -1 | 6 | -1 | -1 | 0 | -1 | 1
> CCOc1ccc(NC(=O)CSc2nc(C3CC3)nc3ccccc23)cc1
    5 | 7 | 5 | 6 | -3 | 1 | -4
> CCc1sc(C(=O)NNC(=O)c2cncc(Br)c2)cc1C
    1 | 5 | 3 | 0 | -6 | -8 | -5
> CCSc1nnc(N(CCC(=O)O)CCC(=O)O)s1
    x | -5 | 0 | x | -5 | -5 | -4
> COc1ccc(C(=O)Nn2c(SCC(=O)NC3CCCCC3)nc3ccccc3c2=O)cc1
    x | -46 | -4 | x | -5 | -72 | -2
> COc1cc(C)cc(C(=O)O)c1C1=C(O)c2cccc(O)c2C(=O)C1=O
    3 | 1 | 0 | 3 | -9 | -2 | -8
> COc1ccc(CCC(=O)NNC(=O)Cn2nc(C)cc2C)cc1
    -3 | -2 | 5 | -9 | -5 | -5 | 0
> CC(C)[C@H](NC(=O)c1ccccc1Cl)C(=O)OCC(=O)NC(=O)NC1CCCC1
    -2 | x | 2 | 0 | -2 | x | -2
> Cc1nn(C)cc1CN(C)C(=O)c1cc(COc2ccc(F)cc2F)on1
    -1 | 3 | -2 | -2 | -4 | -1 | 5
> CC(=NNC(=S)Nc1cccc(C)c1)c1ccccn1
    -3 | x | x | -5 | x | x | -4

Six entries out of the list above, ordered by their value in ARNT-TACC3 inh, lowest first:
canonical_smiles | ARNT-TACC3 inh
CCOC(=O)c1c(-c2ccccc2)oc2ccc(OCC)cc12 | -32
CCc1sc(C(=O)NNC(=O)c2cncc(Br)c2)cc1C | -5
CC(=NNC(=S)Nc1cccc(C)c1)c1ccccn1 | -4
Cn1c(=O)[nH]c(=O)c2c1nc(NC1CCCCC1)n2CCO | 1
CCN(CC)C(=O)CSc1nnc(-c2cccs2)n1Cc1ccco1 | 2
CC(=O)C1=C(C)NC(SCC(=O)c2ccc(Cl)cc2)=C(C#N)C1c1ccco1 (configuration not stated) | 14

Remaining list, next part.
Every second line gives: SIRT5 block | C2C12 statin | Cneo AK release | ERp5 block | miR122 inh | esBAF inh | ARNT-TACC3 inh
> N/C(Cc1ccc(Cl)cc1)=N\OC(=O)Cc1ccc([N+](=O)[O-])cc1
    x | x | -1 | -1 | 4 | x | -2
> CN(C)C(=O)c1ccc(-c2ccc([C@@H]3[C@H](C#N)N(C(=O)C4CCCC4)[C@H]3CO)cc2)cc1
    0 | -4 | -10 | -1 | x | 23 | -21
> Nc1ccccc1OCCOCCOc1ccccc1N
    x | x | -1 | x | 5 | -10 | -4
> C/C=C/CSc1nc2c(c(=O)[nH]c(=O)n2C)n1Cc1ccc(C)cc1
    -2 | 34 | 2 | -3 | -6 | 11 | -2
> CC(=O)N(/N=C1/C(=O)Nc2ccccc21)c1ccccc1
    1 | -1 | -15 | 4 | x | 45* | -9
> C[C@@H]1CN([C@H](C)CO)C(=O)Cc2cc(NC(=O)Nc3ccc(C(F)(F)F)cc3)ccc2O[C@H]1CN(C)S(=O)(=O)c1cn(C)cn1
    -4 | 44 | -1 | -1 | -7[16.7 µM] | -1 | x
> COc1ccc(CCNS(=O)(=O)c2cn(C)nc2C)cc1OC
    -1 | -6 | -1 | -4 | x | 0 | 5
> O=C(NCCS(=O)(=O)N1CCN(c2ccccc2F)CC1)c1ccc2c(c1)OCO2
    -2 | 1 | -2 | -1 | 2 | -1 | -1
> C[C@H](CO)N1C[C@H](C)[C@@H](CN(C)C(=O)Nc2ccc(C(F)(F)F)cc2)OCCCC[C@H](C)Oc2ccc(NC(=O)Nc3ccccc3)cc2C1=O
    4 | x | -1 | 2 | 0[16.7 µM] | -5 | 14
> CC1CCCN(C(=O)CCNS(=O)(=O)c2ccc3c(c2)oc(=O)n3C)C1 (configuration not stated)
    -3 | 12 | 0 | -3 | x | 2 | 1
> C[C@H]1CN([C@@H](C)CO)C(=O)CCCn2cc(nn2)CO[C@H]1CN(C)C(=O)c1ccccc1
    x | -12 | x | x | -4[16.7 µM] | 4 | x
> CC(=O)N(C)C[C@@H]1Oc2ncc(C#CC3(O)CCCC3)cc2C(=O)N([C@@H](C)CO)C[C@H]1C
    1 | 12 | -4 | 1 | 5[16.7 µM] | -3 | -6
> CC(=O)N(C)C(c1ccc(N(C)C)cc1)c1nnnn1-c1c(C)cccc1C (configuration not stated)
    -1 | x | x | 7 | x | x | 0
> CCCCC(c1nnnn1Cc1ccco1)N1CCN(C(=O)c2ccco2)CC1 (configuration not stated)
    x | 1 | 1 | x | 0 | -3 | -31
> Cc1cc(C(=O)NCc2cccs2)no1
    x | 1 | -1 | x | 1 | 8 | -9
> Clc1ccc(OCc2nc(-c3ccncc3)no2)cc1
    x | 22 | 6 | x | 0 | 62* | -2
> CN1CCN(S(=O)(=O)Cc2ccc(Cl)cc2)CC1
    1 | x | 2 | -2 | -2 | x | -5
> CCCCc1ccc(NC(=S)N2CCN(c3ncccn3)CC2)cc1
    -3 | -5 | -1 | -4 | -3 | -1 | -5
> CCOC(=O)c1ccc(Oc2c(C)oc3c(CN4CCN(C)CC4)c(O)ccc3c2=O)cc1
    x | x | 2 | x | -4 | x | 2
> O=C(C[C@H]1CC[C@@H]2NC[C@H](O)COC[C@H]2O1)N1CCc2ccccc2C1
    x | 1 | -1 | x | -2[16.7 µM] | -1 | -8

Quoted from the listing.
In ARNT-TACC3 inh, Cc1ccnc(N/N=C/c2ccco2)n1 has 14
In ARNT-TACC3 inh, CCOc1ccc(NC(=O)CSc2nc(C3CC3)nc3ccccc23)cc1 has -4
In SIRT5 block, COc1ccc(CCC(=O)NNC(=O)Cn2nc(C)cc2C)cc1 has -3

Printed as active in esBAF inh, among the entries above:
canonical_smiles,SIRT5 block,ERp5 block,miR122 inh,esBAF inh,ARNT-TACC3 inh
CC(=O)N(/N=C1/C(=O)Nc2ccccc21)c1ccccc1,1,4,x,45*,-9
Clc1ccc(OCc2nc(-c3ccncc3)no2)cc1,x,x,0,62*,-2

Other structures follow.
Every second line gives: SIRT5 block | C2C12 statin | Cneo AK release | ERp5 block | miR122 inh | esBAF inh | ARNT-TACC3 inh
> Cc1cccc(-c2nc(CS(=O)CC(=O)NC(C)CCc3ccccc3)c(C)o2)c1 (configuration not stated)
    0 | 56 | 5 | 3 | x | -9 | 2
> Cn1nnnc1NCc1ccc(Cl)c(Cl)c1
    -4 | x | x | 3 | x | x | -3
> Fc1ccc(C(c2nnnn2Cc2ccco2)N2CCN(C3CCCCC3)CC2)cc1 (configuration not stated)
    x | -10 | 4 | x | 6 | 4 | -4
> C[C@H](CO)N1C[C@H](C)[C@H](CN(C)C(=O)Nc2cccc3ccccc23)OCCCC[C@H](C)Oc2ccc(NC(=O)Nc3ccc(F)cc3)cc2C1=O
    0 | x | -3 | 2 | -4[16.7 µM] | 4 | 7
> COc1ccc(N2CCN(C(CNC(=O)c3ccc4c(c3)OCO4)c3cccnc3)CC2)cc1 (configuration not stated)
    x | 22 | 1 | x | 0 | -1 | -6
> Cc1cc(C)c(NC(=O)CN(C)C(=O)CCN2C(=O)C3CCCCC3C2=O)c(C)c1 (configuration not stated)
    x | -4 | 0 | -3 | -3 | 5 | x
> COc1ccccc1N1CCN(C(=O)CCc2nnc3ccc(N4CCC(C)CC4)nn23)CC1
    -3 | -148 | -1 | 3 | -6 | 10 | 1
> O=c1cc(-c2ccc(O)c(O)c2)oc2cc(O)cc(O)c12
    x | 6 | -2 | -1 | x | 25 | 13
> COc1ccc(Cl)cc1C(=O)NNC(=O)c1cccs1
    x | 4 | 2 | 3 | 1 | 55* | -12
> Cc1cc(NC(=O)CNCC(c2ccccc2)N(C)C)c([N+](=O)[O-])cc1C (configuration not stated)
    0 | -7 | 1 | -4 | -7 | -12 | 11
> Cc1ccc(C(=O)N/C(=C\c2ccc(Br)cc2)c2nc(=S)[nH][nH]2)cc1
    -1 | -15 | 0 | -6 | 2 | -10 | 10
> Clc1ccc2nc(-c3ccccc3)nc(C(Cl)Cl)c2c1
    -1 | -37 | -1 | 1 | 3 | -74 | 3
> CCc1nnc(NC(=O)Nc2ccc(Cl)cc2)s1
    -2 | x | x | 5 | x | x | 1
> O=C(Nc1cccc(Cl)c1)Nc1ccnc(-c2cccnc2)n1
    -5 | x | x | 1 | x | x | 17
> COc1ccc(CNC(=O)[C@@H](NC(=O)C2CCN(C(=O)[C@@H](N)CCSC)CC2)C(C)C)cc1
    x | 5 | 2 | 6 | -16 | -4 | -2
> O=C(Nc1ccccc1)c1cc2ccccc2o1
    x | -20 | -7 | x | 6 | -8 | 0
> COc1ccc(NC(=O)N2c3ccccc3C(C)=CC2(C)C)cc1
    -2 | x | x | 7 | x | x | -1
> CC(C)CN(C(=O)c1ccc(=O)n(C)n1)c1nc2ccccc2s1
    x | 2 | 0 | x | 8 | 28 | 17
> CC(=O)Nc1ccc(S(=O)(=O)NCc2ccncc2)cc1
    4 | 6 | 3 | -1 | 0 | -6 | 10
> CC1=C(/C=C/C(C)=C/C=C/C(C)=C/CO)C(C)(C)CCC1
    26* | -9 | -1 | 2 | -6 | 3 | -18
> O=C1c2ccccc2C2NC(=O)C3(CCCCC3)N12 (configuration not stated)
    x | -2 | -2 | x | -6 | 0 | -3
> CCOc1ccc(C(=O)N[C@H](C(=O)Nc2cccc(S(=O)(=O)N3CCOCC3)c2)C(C)C)cc1
    -4 | -3 | 1 | -1 | x | 7 | -3
> CC(C)[C@H](NC(=O)OC(C)(C)C)c1nnc(S(=O)(=O)Cc2c(F)cccc2Cl)o1
    -2 | x | -9 | -6 | -10 | 26 | -5
